D1 agonist = activates the human D1 dopamine receptor; 360,000 compounds, 1% hits; AID 504660; activation, % at 2 µM; HEK293 T-REx D1 cells, calcium flux, agonist mode; P21728; in the data active = activation above about 30%; note: 0% is about no effect
Target sequence (P21728 whole entry, looked up): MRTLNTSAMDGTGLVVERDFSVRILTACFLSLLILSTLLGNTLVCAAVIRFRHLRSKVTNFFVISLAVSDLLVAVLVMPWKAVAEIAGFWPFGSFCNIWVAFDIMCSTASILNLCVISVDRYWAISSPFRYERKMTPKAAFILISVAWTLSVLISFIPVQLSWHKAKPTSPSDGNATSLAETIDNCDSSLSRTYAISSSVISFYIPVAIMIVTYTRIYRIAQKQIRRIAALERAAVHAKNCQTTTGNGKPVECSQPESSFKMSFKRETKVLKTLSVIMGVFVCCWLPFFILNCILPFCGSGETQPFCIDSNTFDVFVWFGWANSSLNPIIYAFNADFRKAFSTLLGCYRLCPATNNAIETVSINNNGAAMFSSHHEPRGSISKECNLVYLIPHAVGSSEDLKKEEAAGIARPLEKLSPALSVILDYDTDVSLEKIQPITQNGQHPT
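Inducible HEK293 T-REx D1 cells, force-coupled to calcium signalling, were plated at 4000 cells/well with tetracycline and held overnight at 30 C. After no-wash calcium dye loading, compound-evoked calcium rise over 180 s flagged agonists.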
RXFP1 agonist = activates the human relaxin receptor RXFP1 | Q9HBX9 | HEK293T-RXFP1 cAMP TR-FRET, 30 min; response scale: percent of porcine relaxin response, buffer zero | Potency, µM (highest dose often 57.5 µM), inactives show top-dose activation, actives largely listed as activators | AID 2676 | 370,000 compounds, 0.3% hits; active = well fitted activation curve with a large enough effect; note: potency is the fitted concentration of half-maximal effect; % is set by controls: 0 for no effect and ±100 for the full control effect; nearly all actives have a fitted effect of over 60% in size; many of its hits are not listed in these tables
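HEK293T cells stably expressing RXFP1 were pretreated with the PDE4 inhibitor Ro 20174, exposed to compounds for 30 min at 37C, lysed, and cAMP was read by TR-FRET. Data normalized to buffer (basal) and 29 nM porcine relaxin (100%).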
D1 antag = human D1 dopamine receptor antagonism; HEK293 TREx D1 cells, calcium flux, dopamine EC80; active compounds read low; activity change, negative = inhibition, % at 10 µM; 360,000 compounds, 3.2% hits; in the data active = activity change below about -30%; note: % is set by controls: 0 for no effect and ±100 for the full control effect
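Using tetracycline-induced force-coupled D1 Hek293 cells and a calcium dye, signals were followed for 180 s after compound, then for 180 s after EC80 dopamine, to detect inhibitors.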
TRHR enhancer = allosteric enhancers of human TRH receptor; 360,000 compounds, 0.66% hits; P34981; TRHR cells, fluo-8 calcium fluorescence, EC20 TRH enhancement; enhancement, % at 2 µM; AID 493056; in the data active = enhancement above about 30%; note: 0% is about no effect
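Enhancer read-out: after compound pinning and an initial kinetic agonist-mode read, an EC20 of TRH (10 nM final) was injected and fluo-8 calcium signal (Ex 480/Em 530) followed at 1 s/cycle for 100 cycles in TRHR-expressing cells.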
D2 PAM = positively modulates the human D2 dopamine receptor allosterically. P14416. HEK293 T-REx D2, calcium flux, EC20 dopamine potentiation. potentiation, % at 10 µM. 340,000 compounds, 0.34% hits;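 active = potentiation over 3 SD above the plate norm, cut at about 30% in these data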; note: 0% is about no effect
Target sequence (P14416 whole entry, looked up): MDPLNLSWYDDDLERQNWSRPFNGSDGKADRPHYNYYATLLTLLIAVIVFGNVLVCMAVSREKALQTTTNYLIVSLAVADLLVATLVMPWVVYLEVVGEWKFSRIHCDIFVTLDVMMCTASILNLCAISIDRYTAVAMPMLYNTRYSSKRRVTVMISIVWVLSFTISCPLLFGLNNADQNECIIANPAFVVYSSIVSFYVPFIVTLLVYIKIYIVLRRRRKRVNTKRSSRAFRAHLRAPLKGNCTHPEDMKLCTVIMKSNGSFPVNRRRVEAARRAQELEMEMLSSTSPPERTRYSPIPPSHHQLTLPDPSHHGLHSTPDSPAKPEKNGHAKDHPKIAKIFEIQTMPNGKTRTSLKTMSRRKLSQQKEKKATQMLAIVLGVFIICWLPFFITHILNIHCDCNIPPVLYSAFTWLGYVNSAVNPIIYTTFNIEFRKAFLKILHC
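Tetracycline-induced HEK293 T-REx cells force-coupled to calcium signalling expressed D2; compounds were pin-added after a 10 s baseline, read kinetically 180 s, then an EC20 dopamine challenge followed with a further 180 s calcium read.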
D2 antag = antagonists of human D2 dopamine receptor; P14416; HEK293 TREx D2 cells, calcium flux, dopamine EC80; inhibition, % at 10 µM; 340,000 compounds, 2% hits; in the data active = inhibition above about 30%; note: 0% is about no effect
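Antagonism is scored as inhibition of an EC80 dopamine-evoked calcium signal in a force-coupled, tetracycline-inducible HEK293 T-REx D2 line, with compound present 180 s before agonist.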
D2 agonist = D2 dopamine receptor (human) agonism; HEK293 T-REx D2 cells, calcium flux agonist mode; AID 485358; P14416; 340,000 compounds, 0.53% hits; activation, % at 2 µM;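 active = activation over 3 SD above normal in the single-dose calcium agonist read, cut at about 30% in these data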; note: 0% is about no effect
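Agonism scored from kinetic calcium signal (1 read/sec, 180 s) following compound pin transfer, after a 10 s baseline. Cells: HEK293 Trex line expressing inducible D2 receptor coupled to calcium, dye-loaded after overnight culture at 30 C.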
RXFP1 antagonist = RXFP1 (human) relaxin receptor antagonism. Q9HBX9. HEK293-RXFP1, relaxin-stimulated cAMP HTRF, 30 min; active compounds read low. activity change, negative = inhibition, % at 57.5 µM. 350,000 compounds, 0.59% hits. AID 1259400;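 active = activity change of -60% or lower, but not beyond a set lower limit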; note: % is set by controls: 0 for no effect and ±100 for the full control effect
D1 potentiator = human D1 dopamine receptor positive modulation. potentiation, % at 10 µM. P21728. 360,000 compounds, 0.036% hits. AID 504651. HEK293 TREx D1 cells, calcium flux, dopamine EC20 potentiation; in the data active = potentiation above about 30%; note: 0% is about no effect
An asterisk follows results filed as active; . = no result given. This is a subset, so the mix of outcomes need not match the whole.

Every second line gives: D1 agonist	RXFP1 antagonist	RXFP1 agonist	D1 antag	D2 antag	D2 agonist	D2 PAM	TRHR enhancer	D1 potentiator
CCOCc1cc(C2NC(=O)NC(C)=C2C(=O)OCC)ccc1OC (stereo not drawn)
  5.8	-8.8	1.7%	-3.8	-7.4	-0.5	-2.3	5.7	-2.8
COc1ccc(Cc2nc3ccc(C(=O)N(C)Cc4cc(C)[nH]n4)cc3o2)cc1OC
  0.9	0.4	-3.7%	-2.6	-10.9	0.0	2.2	2.3	-2.0
O=C(CCCCCNC(=O)c1ccccc1)N/N=C/c1ccc(O)cc1O
  1.0	10.7	-0.4%	2.6	-8.1	-0.4	2.0	-2.5	-4.3
Cc1ccc2c(C(=O)CN3CCN(C(=O)c4ccco4)CC3)c(C)[nH]c2c1
  2.6	-0.1	3.4%	3.2	-6.2	0.8	19.5	1.5	3.6
Cc1cccc(C)c1N1CCN(S(=O)(=O)N(C)C)CC1
  0.3	-3.4	1.1%	0.3	-4.3	-0.9	-2.0	-7.0	-6.7
NS(=O)(=O)c1cccc(NC(=O)CSc2nc3ccccc3c(=O)n2CCCN2CCOCC2)c1
  0.8	-3.2	0.8%	1.7	-10.5	0.6	1.7	2.4	2.1
O=c1ccnc(Sc2ncccc2[N+](=O)[O-])[nH]1
  -0.3	7.1	1.9%	3.0	10.9	0.9	-4.3	0.5	2.3
CCCn1c(-c2cccc(F)c2)nc2c1c(=O)[nH]c(=O)n2Cc1ccccc1
  3.5	-1.9	3.4%	-1.1	-24.8	3.1	-4.1	-3.6	.
CC(=O)Nc1cccc(C(=O)Oc2cccc(C)c2)c1O
  3.4	-4.8	-0.2%	-6.8	20.8	0.4	0.3	-7.0	-3.6
O=C(NCc1ccco1)C12CC3CC(C1)CC(C(=O)NCc1ccco1)(C3)C2
  1.9	11.6	2.1%	1.4	3.7	0.9	-9.1	3.9	0.7
COc1ccnc2c1c(=O)n(Cc1c(F)cccc1Cl)c(=O)n2C
  4.1	-0.3	2.8%	10.0	0.5	-0.1	-5.3	1.3	-4.0
COc1ccc(Cl)cc1NC(=O)C(C)n1c(=O)cc(C(F)(F)F)c2c(C)nn(C)c21 (stereo not drawn)
  5.2	-23.9	-2.3%	26.1	.	0.1	0.7	8.8	-0.8
Cc1cc(C)n(-c2ccc(C(=O)N3CCN(S(=O)(=O)c4ccc(C(C)C)cc4)CC3)cc2)n1
  0.7	6.5	0.2%	-13.9	-30.1	1.7	-16.4	4.2	-4.7
CN(C)S(=O)(=O)n1ccnc1
  2.4	-1.8	-1.8%	.	2.5	-0.4	7.6	6.2	-2.3
Cc1ccc(-c2nnc(SCC(=O)N3CCCC3)o2)cc1C
  4.7	-14.6	2.0%	-10.8	3.1	-0.7	-8.4	-0.4	-0.7
Cc1c(O)ccc2cc(S(=O)(=O)c3ccccc3)c(=O)oc12
  31.6*	-3.5	7.8%	-2.3	1.9	7.3	-0.2	1.7	1.1
CN(C(=O)CSc1nc2ccccc2[nH]1)c1ccc(F)cc1
  0.3	-1.7	0.4%	-38.2*	.	-0.5	6.4	-1.2	-6.8
Nc1cccc(C(=O)N/N=C/c2ccsc2)c1
  4.9	-12.1	0.2%	-17.3	-5.0	-0.5	-13.3	-2.1	0.1
Cc1cc(C(=O)Nc2ccccc2C(=O)O)ccc1NC(=O)COc1cccc(C)c1C
  0.9	-3.5	4.0%	2.6	3.0	0.7	-7.7	3.1	-0.6
COC(=O)c1c(NC(=O)c2ccccc2)sc(Cc2ccccc2)c1C
  3.6	2.3	2.7%	-1.7	2.9	-1.0	14.4	5.2	9.2

Single records (already shown). Values in the order: D1 agonist	RXFP1 antagonist	RXFP1 agonist	D1 antag	D2 antag	D2 agonist	D2 PAM	TRHR enhancer	D1 potentiator
O=C(NCc1ccco1)C12CC3CC(C1)CC(C(=O)NCc1ccco1)(C3)C2 across the screens: 1.9	11.6	2.1%	1.4	3.7	0.9	-9.1	3.9	0.7
Cc1cc(C)n(-c2ccc(C(=O)N3CCN(S(=O)(=O)c4ccc(C(C)C)cc4)CC3)cc2)n1 across the screens: 0.7	6.5	0.2%	-13.9	-30.1	1.7	-16.4	4.2	-4.7

Copied from above for reference:
Every second line gives: D1 agonist	RXFP1 antagonist	RXFP1 agonist	D1 antag	D2 antag	D2 agonist	D2 PAM	TRHR enhancer	D1 potentiator
CCOCc1cc(C2NC(=O)NC(C)=C2C(=O)OCC)ccc1OC (stereo not drawn)
  5.8	-8.8	1.7%	-3.8	-7.4	-0.5	-2.3	5.7	-2.8
COc1ccc(Cc2nc3ccc(C(=O)N(C)Cc4cc(C)[nH]n4)cc3o2)cc1OC
  0.9	0.4	-3.7%	-2.6	-10.9	0.0	2.2	2.3	-2.0

(list continues)
Every second line gives: D1 agonist	RXFP1 antagonist	RXFP1 agonist	D1 antag	D2 antag	D2 agonist	D2 PAM	TRHR enhancer	D1 potentiator
Cc1ccccc1-c1cc(C(=O)n2cccn2)c2cc(Cl)ccc2n1
  -0.2	-0.9	1.9%	0.1	8.9	0.3	0.2	-5.4	7.9
CC1CN(C(=O)c2ccc(S(=O)(=O)Nc3ccccc3Cl)cc2)CC(C)O1 (stereo not drawn)
  2.6	8.0	5.6%	1.0	10.2	0.1	7.1	5.9	3.0
COc1ccc(C2=NN(CCC(=O)NCc3ccc4c(c3)OCO4)C(=O)CC2)cc1
  -2.1	14.4	3.0%	-3.1	15.0	-4.0	1.0	4.9	3.2
O=C(O)CCCC(=O)N1N=C(c2ccco2)CC1c1ccco1 (stereo not drawn)
  5.7	8.2	3.1%	-8.9	-8.6	0.1	14.0	-1.0	-8.8
CC(Sc1nc2ccccc2c(=O)n1CC1CCCO1)C(=O)N(C)Cc1ccccc1 (stereo not drawn)
  3.7	-13.5	0.6%	7.4	-24.6	-0.7	4.9	11.5	0.5
O=C(Nc1ncc(Cc2cccc(Cl)c2)s1)c1cccs1
  0.8	6.6	0.7%	7.9	-10.0	0.5	-6.8	-5.6	-9.6
Cc1ccc(-c2c(C(=O)N/N=C/C3CC=CCC3)nnn2-c2nonc2N)cc1 (stereo not drawn)
  2.0	-23.9	-0.6%	6.5	21.4	1.1	9.3	-0.1	1.3
CNc1nc(-c2ccccc2)cc(C(F)(F)F)c1C#N
  3.2	-10.9	1.9%	12.5	8.4	-0.2	4.8	13.2	3.9
COc1cc(OC)cc(C(=O)N[C@H](C(=O)Nc2ccccc2N2CCOCC2)C(C)C)c1
  0.8	6.3	5.3%	18.2	7.5	45.0*	-20.3	-0.1	-0.8
COC(=O)c1ccc(NC(=O)C(C)Sc2nc(=O)cc(N)n2CCc2ccccc2)cc1 (stereo not drawn)
  1.4	.	-1.3%	8.0	.	0.2	.	0.2	-3.6
S=C(Nc1ccccc1)Nc1cccc(Cl)c1Cl
  0.3	5.3	0.0%	-1.7	-19.8	0.7	-7.4	0.2	1.4
CCOC(=O)CCC(=O)Nc1ccc(S(=O)(=O)N2CCC(C)CC2)cc1
  0.7	-1.4	0.7%	-0.5	7.9	0.6	6.2	24.5	-0.8
CCN1CCN(c2ccc(Cl)cc2NC(=O)c2ccc(-n3nc(C)cc3C)cc2)CC1
  3.5	-0.3	-0.1%	-1.7	11.4	0.0	-10.7	4.6	-9.7
COc1ccc(C)cc1Cn1nnc2ccccc21
  -2.1	.	2.2%	-26.1	-4.3	-0.8	4.7	-2.6	-2.5
CC(=O)OC(C(=O)NC1CCCCC1)c1ccc(Cl)c(Cl)c1 (stereo not drawn)
  0.2	0.9	-0.8%	0.5	7.1	1.1	2.6	-8.5	-5.0
S=C(NCCc1ccccc1)Nc1ccccc1Cl
  9.9	-4.4	0.2%	-5.9	-1.1	-0.6	-3.5	-0.3	-2.2
O=c1ccc(/C=C/c2ccccc2)nn1Cc1ccccc1
  1.6	-12.4	-0.3%	-8.3	-14.4	0.0	-2.5	-2.8	-10.2
O=C(CN1c2cccc3cccc(c23)S1(=O)=O)N1CCOCC1
  -0.3	7.8	-0.7%	-16.4	7.7	-1.2	-2.6	-0.2	-7.6
CN(C)S(=O)(=O)c1ccc(C(=O)Nc2ccccc2C(=O)O)cc1
  -1.8	-3.5	0.9%	-6.4	4.0	-0.8	12.4	-0.4	-6.7
O=C(N1CCCCCC1)N1CCN(S(=O)(=O)N2CCOCC2)CC1
  0.0	-1.6	1.3%	-5.5	-1.4	0.5	.	-12.9	-5.0
COc1ccc(Cc2nc3ccc(C(=O)N4CCC[C@H]4CO)cc3o2)cc1
  3.6	-5.7	2.1%	5.0	-8.1	2.4	-1.9	0.3	-1.4
O=C(Nc1ccc(N2CCN(C(=O)c3ccco3)CC2)cc1)c1ccc(Br)cc1
  0.3	-22.9	4.5%	-31.8*	-6.1	-0.9	-5.6	-7.4	-11.3
Oc1ccc(Oc2ccc(Oc3ccc(O)cc3)cc2)cc1
  4.1	-9.9	-4.2%	-18.4	9.8	1.5	10.4	-1.7	-12.8
CCn1ncc([N+](=O)[O-])c1C(=O)n1nc(C)cc1C
  2.3	2.6	4.3%	-0.8	-7.8	0.0	-10.4	-1.5	-4.9
CCCCCCCCCCOC(=O)Cn1c(COc2ccc(C)cc2)[n+](C)c2ccccc21
  2.9	-25.6	0.2%	-8.3	3.3	1.2	-0.6	1.6	4.7
Cc1cc2ccccc2n1CCNC(=O)C1CC1
  3.6	8.2	5.3%	13.3	15.4	-0.5	8.5	1.4	-1.8
Cc1ccc(CNC(=O)CC(C)S(=O)(=O)c2ccc3c(c2)NC(=O)C(C)S3)cc1 (stereo not drawn)
  4.4	-2.1	-0.8%	-4.5	3.6	0.2	2.9	8.4	-4.0
O=C(COC(=O)C1CC(=O)N(Cc2ccccc2)C1)Nc1ccc(Cl)cc1F (stereo not drawn)
  5.1	1.9	-1.7%	10.9	-12.0	-2.2	3.6	2.9	6.5
[N-]=[N+]=NC1c2ccccc2C(=O)N1Cc1ccccc1 (stereo not drawn)
  0.4	-5.3	2.6%	-4.1	-13.8	0.2	4.9	4.9	-4.7

From PubChem BioAssay
